# 14-3-3 PPI = modulators of 14-3-3 gamma protein binding, primary screen, biochemical, fluorescence polarization. 14-3-3 protein gamma (Homo sapiens), P61981. actives 0.19% (n = 160,000). FP, 14-3-3gamma / TMR-pS259-Raf peptide binding. inhibition, % at 40 µM; in the data active = inhibition above about 30%;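 also: 0% = protein plus tracer without compound and 100% = blank with tracer alone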
# Target sequence (P61981 whole entry, looked up): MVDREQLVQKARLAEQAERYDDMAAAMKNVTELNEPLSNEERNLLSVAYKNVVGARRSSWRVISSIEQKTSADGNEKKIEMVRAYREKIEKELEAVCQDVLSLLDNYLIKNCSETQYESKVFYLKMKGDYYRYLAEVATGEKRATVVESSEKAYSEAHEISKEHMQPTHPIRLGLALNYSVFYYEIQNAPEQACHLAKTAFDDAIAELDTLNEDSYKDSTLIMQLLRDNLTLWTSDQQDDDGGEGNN
# Active calls of the source: *; & = joins results of further samples. Some of the compounds tested; rates above refer to the full screens.
SMILES,14-3-3 PPI
O=C(Oc1cccc2c(O)cccc12)c1ccccc1,-1
O=C(CSc1nc2c(c(=O)n1-c1ccc([N+](=O)[O-])cc1)SCC2)NCCc1ccccc1,-7
O=C1C2C3c4ccccc4C(C(=O)O)(c4ccccc43)C2C(=O)N1c1ccc(I)cc1 (stereo not drawn),-12
O=C1C2C(c3ccccc3)OC3(C(=O)c4ccccc4C3=O)C2C(=O)N1c1cccc(C(F)(F)F)c1 (stereo not drawn),-3
O=C(Nc1ccc(Oc2ccc(Cl)cc2)cc1)c1cccnc1Cl,-9
COc1cc2c(cc1OC)CN(C(=O)NS(=O)(=O)c1ccc(C)cc1)CC2,-3
COc1ncnc2sc3c(c12)CCCC3,-6
O=C(Nc1nnc(CCS(=O)(=O)c2ccc(Cl)cc2)s1)C1CCCCC1,-2
Cc1cc(C(=O)NCCCN2CCOCC2)n(-c2ccccc2)n1,2
O=C(OC1CCCCC1)c1ccc(N2C(=O)C3C4CCC(C4)C3C2=O)cc1 (stereo not drawn),3
CC1(Cc2ccc([N+](=O)[O-])cc2)C(=O)OC(c2ccccc2)C(C)(C)C1=O (stereo not drawn),0
Cc1ccccc1N(CC(N)=O)S(C)(=O)=O,2
CCN(CCNC(=O)CN1C(=O)COc2ccccc21)c1ccccc1,0
CCC(=O)Nc1cccc(-c2nc3ccccc3c(=O)o2)c1,-9
O=C(NC1CCCCC1)C1CN(S(=O)(=O)c2ccccc2)CCN1S(=O)(=O)c1ccccc1 (stereo not drawn),-1
Cc1cc(C)n2nc(CC(=O)NC3CCCC(C)C3C)nc2n1 (stereo not drawn),-8&-5
CCC(=O)N1CCc2cc(S(=O)(=O)N3CCCCC3CC)ccc21 (stereo not drawn),-4
Cc1ccc(S(=O)(=O)C2(C(=O)Nc3ccc(Cl)cc3)CC2)cc1,-10
Clc1ccc(OCCN2CCN(c3ncnc4sccc34)CC2)cc1,-5
c1ccc(C2(Cn3ccc4ccccc43)OCCO2)cc1,0
C=CCSc1nnc2c(n1)OC(c1ccc(OC(=O)CC)cc1)Nc1ccccc1-2 (stereo not drawn),10
COC(=O)CSc1nc(C)c(C(C)=O)cc1C#N,-7&-32
O=C(C1CC1)N1CCc2cc(Br)cc(S(=O)(=O)Nc3ccc(C(F)(F)F)cc3)c21,-14
CCOC(=O)C(C)Sc1nnc(Cc2cc(=O)[nH]c(=O)[nH]2)n1-c1ccc(Cl)cc1 (stereo not drawn),3
Cn1cnc2cc(NC(=O)c3ccco3)ccc21,-4
CCOc1ccc(NC(=O)CSc2nc(-c3ccccc3)cc(=O)[nH]2)cc1,5
O=C1C(=O)N(Cc2ccc3c(c2)OCO3)c2ccccc21,-6
Cc1sc2ncn(Cc3cccc(Br)c3)c(=O)c2c1C,-2
C#CCN1C(=O)C(=O)c2cc(C)ccc21,-9
CCOC(=O)c1[nH]c2ccc(Br)cc2c1NC(=O)CCN1CCN(C(=O)OCC)CC1,10
O=C(Nc1cccc(C(F)(F)F)c1)c1cc(-c2cccs2)on1,-5
O=C(Nc1ccccc1C(F)(F)F)c1cccnc1,-1
COc1cc(C2Nc3ccccc3NC3=C2C(=O)CC(c2ccc(C)cc2)C3)ccc1OC(C)=O (stereo not drawn),4
CCOc1ccc(NC(=O)CSc2nc(N)cc(=O)[nH]2)cc1,-2
Cc1ccc(S(=O)(=O)N2CCC(c3nc4cc(C(=O)N5CCCC5)ccc4n3C3CCCCC3)CC2)cc1,-12
O=S(=O)(NCC(c1cccnc1)N1CCN(Cc2ccccc2)CC1)c1ccccc1 (stereo not drawn),-6
C(=N\c1c(-c2ccccc2)nc2n1CCS2)/c1ccccc1,-2
Cc1ccccc1NC(=O)c1cccc(N2C(=O)C3CCCCC3C2=O)c1 (stereo not drawn),-4
COc1ccc(NCC(O)Cn2c3ccc(Cl)cc3c3cc(Cl)ccc32)c(OC)c1 (stereo not drawn),3
CCC(=O)N1CCc2cc(Br)cc(S(=O)(=O)CCC(=O)Nc3ccccc3C)c21,4

# 18 entries already listed, ordered by molecular weight, smallest number first.
SMILES,14-3-3 PPI
C#CCN1C(=O)C(=O)c2cc(C)ccc21,-9
Cn1cnc2cc(NC(=O)c3ccco3)ccc21,-4
COC(=O)CSc1nc(C)c(C(C)=O)cc1C#N,-7&-32
c1ccc(C2(Cn3ccc4ccccc43)OCCO2)cc1,0
C(=N\c1c(-c2ccccc2)nc2n1CCS2)/c1ccccc1,-2
CCOc1ccc(NC(=O)CSc2nc(N)cc(=O)[nH]2)cc1,-2
O=C(Nc1cccc(C(F)(F)F)c1)c1cc(-c2cccs2)on1,-5
Cc1sc2ncn(Cc3cccc(Br)c3)c(=O)c2c1C,-2
Cc1ccccc1NC(=O)c1cccc(N2C(=O)C3CCCCC3C2=O)c1 (stereo not drawn),-4
CCOc1ccc(NC(=O)CSc2nc(-c3ccccc3)cc(=O)[nH]2)cc1,5
C=CCSc1nnc2c(n1)OC(c1ccc(OC(=O)CC)cc1)Nc1ccccc1-2 (stereo not drawn),10
CCOC(=O)C(C)Sc1nnc(Cc2cc(=O)[nH]c(=O)[nH]2)n1-c1ccc(Cl)cc1 (stereo not drawn),3
O=S(=O)(NCC(c1cccnc1)N1CCN(Cc2ccccc2)CC1)c1ccccc1 (stereo not drawn),-6
COc1ccc(NCC(O)Cn2c3ccc(Cl)cc3c3cc(Cl)ccc32)c(OC)c1 (stereo not drawn),3
COc1cc(C2Nc3ccccc3NC3=C2C(=O)CC(c2ccc(C)cc2)C3)ccc1OC(C)=O (stereo not drawn),4
O=C(C1CC1)N1CCc2cc(Br)cc(S(=O)(=O)Nc3ccc(C(F)(F)F)cc3)c21,-14
CCOC(=O)c1[nH]c2ccc(Br)cc2c1NC(=O)CCN1CCN(C(=O)OCC)CC1,10
Cc1ccc(S(=O)(=O)N2CCC(c3nc4cc(C(=O)N5CCCC5)ccc4n3C3CCCCC3)CC2)cc1,-12

# The list goes on.
SMILES,14-3-3 PPI
C#CCOc1ccc(Cl)cc1C1C2=C(CC(C)(C)CC2=O)N(C)C2=C1C(=O)CC(C)(C)C2,6
NC(=O)CSc1ncnc2sc3c(c12)CCCC3,-9
CCCN(CCC)S(=O)(=O)c1cc(Br)cc2c1N(C(=O)CC)CC2,-15
CCOC(=O)C1CCCN(CC(=O)Nc2c(C(=O)OC)[nH]c3ccc(Br)cc23)C1 (stereo not drawn),-7
C=CCn1c(C(C)NC(=O)Cc2ccccc2)nc2ccccc21 (stereo not drawn),-3
COc1cccc(C2CC(c3ccc(C)cc3)Nc3nc(N)nn32)c1 (stereo not drawn),4
O=c1cc(CSc2nc(NCc3ccco3)c3ccccc3n2)nc2ccc(Cl)cn12,-4
Cc1nonc1NC(=O)c1ccc(Cl)c(S(=O)(=O)N2CCCCC2)c1,-9
CC1=C(C(=O)Nc2cccc(C)n2)C(c2ccccc2)C2=C(CCCC2=O)N1 (stereo not drawn),-13
Clc1cccc(CNCc2ccc3c(c2)OCO3)c1,1
CC1Cc2ccccc2N1C(=O)COc1cccc(-n2cnnn2)c1 (stereo not drawn),-2
O=C1C(c2ccc(F)cc2)N(C2CCCCC2)C(=O)CN1C1CCCC1 (stereo not drawn),-8&0
CC(C)C[C@H](NC(=O)NCc1ccc(Cl)cc1)C(=O)O,-9
CC1=CC(C)(C)Nc2ccc(OC(=O)COc3ccccc3Cl)cc21,-11
O=C(Cc1cscn1)c1ccc(O)cc1O,-6
O=[N+]([O-])c1cc(C(F)(F)F)ccc1N1CCN(S(=O)(=O)c2ccc(Cl)cc2)CC1,0
Cc1cccn2c(=O)c(C=NCCO)c(NCc3ccccc3)nc12,0
COc1cccc(CN2CCN(C(=O)CC(C)C)CC2)c1OC,1
CC(=O)Oc1cn(C(C)=O)c2ccc(Br)cc12,-131
Cn1c(=O)cc(SCC(=O)NCC2CCCO2)c2ccc(Cl)cc21 (stereo not drawn),3&19
COC(=O)C1CCN(c2cc(=O)n(C3CCCCC3)c(=O)[nH]2)CC1,-4
COc1ccc(-c2csc(NC(=O)c3ccc(N4C(=O)CCC4=O)cc3)n2)cc1,-26
N#Cc1c(NC(=O)CC2Nc3ccccc3NC2=O)sc2c1CCCC2 (stereo not drawn),-48
COc1ccc(CNS(=O)(=O)c2ccc3[nH]c(=O)c(=O)[nH]c3c2)cc1,-14
CC(=O)N(Cc1c(NC(=O)c2ccccc2)sc(C)c1C)C(C)C,-5
O=C(c1ccc(F)cc1)N1CCN=C1SCc1ccccc1F,2
CC1=C(C)C(=O)N(c2ccccn2)C1=O,-10
COc1ccc(-n2c(=O)[nH]cc(C(=O)Nc3ccc4c(c3)OCCO4)c2=O)cc1,-10
Cc1cc(C)nc(NS(=O)(=O)c2ccc(NC(=O)CCN3C(=O)c4ccccc4C3=O)cc2)n1,7
COc1ccc2c(c1)C1=NN(C(C)=O)C(c3ccc([N+](=O)[O-])cc3)C1CC2 (stereo not drawn),6
O=C1Nc2cc(C(=O)N3CCN(c4ccccn4)CC3)ccc2SC1N1CCOCC1 (stereo not drawn),-15
Cc1cc(C)cc(OC2CCCCC2NS(=O)(=O)c2ccc(Cl)cc2)c1 (stereo not drawn),-8
CCOC(=O)c1c(NC(=O)CSc2nnnn2-c2ccc3c(c2)OCCO3)sc(C)c1C,-13
CCOC(=O)c1cnc2c(C)cc(C)cc2c1Nc1cccc(Cl)c1C,0
O=C(c1noc2c1CCc1ccccc1-2)N1CCc2ccccc2C1,-3
O=C(COC(=O)c1ccc(N2C(=O)c3ccccc3C2=O)cc1)c1ccc(Cl)cc1,-11
O=C(Nc1ccc(NC(=O)C23CC4CC(CC(C4)C2)C3)cc1)c1ccc(F)cc1,3
O=C(Nc1ccc(Cc2ccncc2)cc1)C1CCC(N2C(=O)C3C4C=CC(C4)C3C2=O)CC1 (stereo not drawn),5
Cc1cc2c(cc1C)NC(c1ccccn1)C1=C(CC(C)(C)CC1=O)N2 (stereo not drawn),1
COc1ccccc1Nc1ncc(C(=O)NCc2cccs2)c2ccccc12,-6
O=C(NCc1ccccc1)c1cc(-c2ccc(F)cc2)on1,-1
O=C(NCCCN1CCC(c2ccccc2)CC1)c1cc(=O)[nH]c2ccc(S(=O)(=O)N3CCCC3)cc12,-7
Cc1ccc(-c2csc(-c3cc4ccccc4oc3=O)n2)cc1C,-10
Cc1nnc(NC(=O)CS(=O)(=O)c2cn(Cc3cccc(F)c3)c3ccccc23)s1,-12
O=C(Cn1c(=O)n2ncnc2c2c3c(sc21)CCCC3)c1ccccc1,-2
CCOc1ccccc1NC(=O)c1sc2nc(C)nc(N3CCOCC3)c2c1C,-5
COCCN1C(=O)c2ccccc2C(C(=O)NCCN2CCOCC2)C1c1ccc(F)cc1 (stereo not drawn),-4
CCN(CC(=O)Nc1c(C(=O)OC)[nH]c2ccccc12)c1ccc2c(c1)OCO2,-11
COc1ccc(-c2cc(C(=O)O)c(C)o2)cc1OC,0
Cc1sc2nc(N)sc(=O)c2c1C,20
# Following part:
SMILES,14-3-3 PPI
O=C(CCS(=O)(=O)c1ccc(Cl)cc1)Nc1ccccc1F,2
O=C(CCn1c(=O)c2ccccc2n(Cc2ccc([N+](=O)[O-])cc2)c1=O)NCc1ccc2c(c1)OCO2,-1
CN1C(=O)c2ccccc2C(C(=O)NCC2CCCO2)C1c1c[nH]c2ccccc12 (stereo not drawn),3&-4
COc1cc(C(=O)OCc2cc3ccccc3[nH]c2=O)cc(OC)c1OC,-10
CC(C)c1ccc(C2/C(=C(\O)c3ccc(S(=O)(=O)N(C)C)cc3)C(=O)C(=O)N2Cc2cccnc2)cc1 (stereo not drawn),-7
c1ccc(Cn2ncc3ccccc32)cc1,3
CCc1cccc(Nc2cc(C)nc3nc(C)nn23)c1,-3
CCCCNC(=O)c1sc2ncn(CC(=O)N3CC(C)CC(C)C3)c(=O)c2c1C (stereo not drawn),-5
CN1C(=S)SC(/[N+]([O-])=C\c2ccco2)C1(C)C (stereo not drawn),-1
O=C(Nc1ccccc1-c1nc2ccccc2[nH]1)c1ccccc1Cl,4
Cc1ccc(CCNC(=O)C2CCN(S(=O)(=O)c3ccc4c(c3)CCC(=O)N4)CC2)cc1,5
COC(=O)c1cc2cc(Br)ccc2o1,-3
O=C(NCCC1=CCCCC1)c1ccccc1O,-2
O=C(c1ccc2c(c1)N(Cc1ccccc1F)C(=O)c1ccccc1S2)N1CCN(Cc2ccc3c(c2)OCO3)CC1,-1
O=C(O)CCNc1ncnc2sc3c(c12)CCCC3,-8
Cc1ccc(OCC(=O)NCC2CCCO2)c(C)c1 (stereo not drawn),-12
Clc1ccccc1Nc1c2c(nc3ncnn13)CCC2,-8
CCOc1ccc2[nH]c(=O)c(CN(Cc3cccs3)C(CC)c3nnnn3C(C)(C)CC)cc2c1 (stereo not drawn),-7
Nc1ccc(C(=O)Nc2cccc(N)c2)cc1,-3
O=C1CCN(C(=O)c2ccccc2)C2CCCCC12 (stereo not drawn),-1
COc1ccc(CC(=O)Nc2ccc(-c3noc(Cc4ccc(Cl)cc4)n3)cc2)cc1,-2
CN(C1CCCCC1)S(=O)(=O)c1ccc(C(=O)Nc2nnc(-c3ccccc3Cl)o2)cc1,-9
O=C(Cn1ccc2ccccc2c1=O)Nc1ccc2c(c1)OCCO2,-8
COc1cc(OC)cc(C(=O)Nc2nc3c(s2)C(=O)CC(C)(C)C3)c1,-2
COc1ccccc1N1CCN(C(=O)c2c(-c3ccccc3Cl)noc2C)CC1,-2
CSCCC(C(=O)Nc1ccc(Cl)cc1)N1C(=O)C2C3c4ccccc4C(c4ccccc43)C2C1=O (stereo not drawn),-14
Cc1ccc2[nH]c(=O)c(CNS(=O)(=O)c3ccccc3)c(-c3ccccc3)c2c1,3
CCOC(=O)c1cc(-c2nnc(-c3cc(OC)c(OC)c(OC)c3)o2)c(C)nc1C,8
Cc1nnc(C)n1/N=C/c1cc(Br)ccc1O,0
CCn1c(SC)nc2c(c1=O)SC(C)C2 (stereo not drawn),9&-1
CCSc1nc2c(c(=O)[nH]1)C(c1ccc(N(CC)CC)cc1)C1=C(CCCC1=O)N2 (stereo not drawn),-40
CC(NC(=O)c1cc2c(=O)oc3ccccc3c2s1)c1ccc2c(c1)OCCO2 (stereo not drawn),1
CCN(CC)c1ccc(C2Nc3ccc(Br)cc3-c3nnc(SC)nc3O2)cc1 (stereo not drawn),-17
COc1cccc2cc(C(=O)N(C)C)c(=O)oc12,17&10
CCOCCCNc1nc2ccccc2[nH]1,2
O=C(Nc1cc(=O)[nH]c2ncnn12)c1ccccc1Cl,-54
CC(C)(C)c1ccc(OCCCC(=O)Nc2ccc(S(N)(=O)=O)cc2)cc1,-10

# Source: PubChem
